Screens: PubChem, National Center for Advancing Translational Sciences (NCATS)
GPT2 inh: blocks human glutamate pyruvate transaminase 2; Q8TD30; Recombinant GPT2, coupled pyruvate oxidase/HRP Amplex Red fluorescence; Potency, µM (highest dose often 57.7 µM), for the others: at the top dose activity change, negative = inhibition, hits mostly inhibitors; 100,000 compounds, 0.25% hits; note: potency is the fitted concentration of half-maximal effect; nearly all actives have a fitted effect of over 60% in size; many of its hits are not listed in these tables
Target sequence (Q8TD30 whole entry, looked up): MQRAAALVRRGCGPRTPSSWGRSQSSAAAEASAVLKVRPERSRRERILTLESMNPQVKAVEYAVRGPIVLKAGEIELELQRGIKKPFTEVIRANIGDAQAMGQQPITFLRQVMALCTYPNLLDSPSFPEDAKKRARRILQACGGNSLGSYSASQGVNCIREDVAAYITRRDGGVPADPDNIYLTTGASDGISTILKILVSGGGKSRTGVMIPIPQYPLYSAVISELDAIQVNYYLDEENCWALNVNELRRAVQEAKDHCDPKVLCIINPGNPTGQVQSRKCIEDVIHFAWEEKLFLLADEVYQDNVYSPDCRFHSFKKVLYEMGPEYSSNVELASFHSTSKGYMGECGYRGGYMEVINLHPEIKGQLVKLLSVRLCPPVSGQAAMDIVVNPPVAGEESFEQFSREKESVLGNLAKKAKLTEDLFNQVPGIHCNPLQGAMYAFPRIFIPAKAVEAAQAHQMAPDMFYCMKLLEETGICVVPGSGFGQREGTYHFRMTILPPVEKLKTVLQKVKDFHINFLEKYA
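Fluorescence read-out: pyruvate from GPT2 turnover coupled to pyruvate oxidase, HRP and Amplex Red (0.2mM ThPP, 0.2U/mL PO and HRP, 50uM Amplex final). Substrates 250uM a-KG, 2mM L-alanine; enzyme 10ng/uL; 30 min RT.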
SNCA expr inhib: SNCA gene expression inhibition | Potency, µM (doses to about 57.2 µM), inactives show at the top dose activity change, negative = inhibition, most hits filed as inhibitors | AID 1671194 | HEK-293 SNCA-luciferase knock-in, luminescence, 24 h | 140,000 compounds, 0.17% hits;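 note: potency is the fitted concentration of half-maximal effect; plate controls were DMSO cells for no effect and cell-free wells for full effect; nearly all actives have a fitted effect of over 45% in size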
3T3 cytotox: kills NIH 3T3 cells | NIH 3T3 viability, CellTiter-Glo ATP luminescence, 48-72 h | 94,000 compounds, 4.3% hits | AID 1345082 | Potency, µM (titrated, usually from 96.7 µM), for inactives: top-dose activity change, negative = cytotoxicity, usual class: inhibitors; note: potency is the fitted concentration of half-maximal effect; nearly all actives have a fitted effect of over 55% in size
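Luminescent ATP readout (CellTiter-Glo, 10 min RT) after 48 or 72 hr compound exposure of NIH 3T3 cells seeded at 400 cells/well in 1536-well format; quantitative HTS.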
IP6K1 inhibitor: inhibitors of human IP6K1; IP6K1 kinase, ADP-Glo luminescence, 2 h; stronger effect = lower value; activity change, % (series mostly up to about 58 µM); 140,000 compounds, 0.81% hits; AID 1645851; in the data active = activity change below about -25%
Target sequence (Q92551 whole entry, looked up): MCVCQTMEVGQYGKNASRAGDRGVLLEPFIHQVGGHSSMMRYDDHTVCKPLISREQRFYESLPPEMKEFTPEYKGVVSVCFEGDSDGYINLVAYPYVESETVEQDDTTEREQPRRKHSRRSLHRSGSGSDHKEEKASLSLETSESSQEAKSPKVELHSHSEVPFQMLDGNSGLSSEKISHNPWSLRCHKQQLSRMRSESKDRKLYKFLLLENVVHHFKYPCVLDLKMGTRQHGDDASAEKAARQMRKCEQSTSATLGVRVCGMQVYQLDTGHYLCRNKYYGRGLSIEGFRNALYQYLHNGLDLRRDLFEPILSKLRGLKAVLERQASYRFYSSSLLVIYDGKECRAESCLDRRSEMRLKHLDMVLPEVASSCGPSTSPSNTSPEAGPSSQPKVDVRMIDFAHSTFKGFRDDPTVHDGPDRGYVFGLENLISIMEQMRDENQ
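ADP-Glo luminescence measures ADP made by human IP6K1 during a 2 h RT reaction with ATP/IP6 (mix at 1.3 mM/130 uM); top library doses 57.5 and 19.1 uM final.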
FLuc inh: inhibitors of firefly (Photinus pyralis) luciferase | P08659 | purified P. pyralis luciferase, luminescence, biochemical | Potency, µM (highest dose often 115 µM), inactives show at the highest dose activity change, negative = inhibition, most hits filed as inhibitors | 76,000 compounds, 2.5% hits | AID 1347043; note: potency is the fitted concentration of half-maximal effect; nearly all actives have a fitted effect of over 65% in size
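Biochemical qHTS: compound (6-point titration) added to 10uM D-luciferin plus 10uM ATP in Tris acetate pH 7.5 buffer with Mg, Tween-20 and BSA, then purified enzyme at 10nM; light output imaged.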
HEK293 tox: kills HEK 293 cells; HEK 293 viability, ATP luminescence (CellTiter-Glo), 48-72 h; Potency, µM (series often up to 115 µM), for inactives: top-dose activity change, negative = cytotoxicity, most hits filed as inhibitors; 94,000 compounds, 6.6% hits; note: potency is the fitted concentration of half-maximal effect; nearly all actives have a fitted effect of over 60% in size
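HEK 293 cells seeded at 250 cells/well were exposed to compound for 48 or 72 hr at 37 degree Celsius. Viability taken as ATP content by CellTiter-Glo luminescence.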
SNCA viab count: reduces viability of HEK-293 SNCA reporter cells | 150,000 compounds, 0.12% hits | Potency, µM (top dose mostly 57.1 µM), for the others: top-dose activity change, negative = cytotoxicity, actives largely listed as cytotoxic | HEK-293-SNCA-luc viability, GF-AFC fluorescence, 24 h;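 note: potency is the fitted concentration of half-maximal effect; 0% = DMSO-treated cells and -100% = medium-only wells without cells; nearly all actives have a fitted effect of over 30% in size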
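HEK-293-SNCA-luc cells (1500/well) plated 24 h, then exposed 24 h to a dilution series; GF-AFC added 30 min at 37C, fluorescence 405/540 nm; normalised to medium-only and DMSO wells, Hill fit.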
The depositor's hits bear a star; i = inactive; ? = inconclusive; . = no result given; [ ] = remark or other dose. Unless noted, calls come from the whole dose curve; as a rule, active = well fitted curve in the direction sought with a large enough effect; inconclusive = small, poorly fitted or top-dose-only effect, or another doubt; inactive = no such curve, though single readings can be large; an effect the other way counts as inactive or inconclusive. Unless noted, % is set by controls: 0 for no effect and ±100 for the full control effect. An excerpt; rates above refer to the full screens.

Each structure is followed by: GPT2 inh	SNCA expr inhib	3T3 cytotox	IP6K1 inhibitor	FLuc inh	HEK293 tox	SNCA viab count
COc1ccc(CNC(=O)c2ccc3c(c2)nc2n3CCC(C)C2)c(OC)c1 (stereo not drawn)
  .	?	.	2.3	.	.	24.2%
CCOC(=O)N1CCc2c(sc3c2c(=O)n(-c2ccc(CC)cc2)c(=O)n3CC(=O)Nc2ccc(C)cc2)C1
  .	-9.0%	.	16.5	.	.	-3.5%
CC(c1ccc(-c2cc(N)ccn2)cc1)N1CCCCC1 (stereo not drawn)
  -4.1%	5.8%	-25.3%	16.1	0.1%	?	-26.5%
COCCc1noc(C2Cc3ccccc3N2C(=O)NCC(C)C)n1 (stereo not drawn)
  -22.8%	-1.5%	-13.8%	29.1	9.4%	0.1%	-1.9%
COc1cccc(CN2C(=O)OC3(CCN(C(=O)c4cnccn4)CC3)C2(C)c2cccnc2)c1 (stereo not drawn)
  i	-18.5%	?	-0.5	-4.4%	i	-1.0%
COc1ccc(-c2ccc(C(=O)N3CCCCC3)cc2)nn1
  .	.	28.2µM*	-51.2*	.	?	.
COc1ccc(-c2noc([C@@H](C)NC(=O)C3CCCCC3)c2C(=O)O)cc1
  3.5%[88.5 µM]	-10.6%[87.6 µM]	?	-0.2	-0.8%[172 µM]	-14.0%[172 µM]	11.8%[87.6 µM]
Cc1c(NC(=O)Cc2ccccc2)cccc1-c1nc2cccnc2s1
  .	15.5%	.	5.3	.	.	-17.3%
C[C@H]1O[C@@H](n2cc(F)c(=O)[nH]c2=O)[C@H](O)[C@@H]1O
  0.9%	-48.8%[25.6 µM]	.	5.9	.	.	43.3%[23.9 µM]
O=C(O)CCC(=O)Nc1sc2c(c1C(=O)Nc1ccccc1)CCCCC2
  .	-2.7%	.	4.8	.	.	2.8%
Cc1ccc(-c2noc(CNC(=O)c3ccc(C)c(Cl)c3)n2)cc1
  .	42.3%[activator]	.	-8.3	.	.	-7.7%
CN1C(=O)CCC2(CNC(=O)c3nn(C)c4ccccc34)CCCC=C12 (stereo not drawn)
  0.9%	0.5%	-17.5%	14.7	9.6%	?	11.0%
CCc1n[nH]c(CC2CCN(C(=O)c3ccccc3)CC2)n1
  i	?	-6.9%	-15.9	-2.7%	-3.2%	4.3%
O=C(Nc1ccccc1)N1CCC(C(=O)N2CCC(c3ccccc3)CC2)CC1
  i	?	?	10.0	.	-40.0%	-6.2%
CCOC(=O)C1CCCN(C(=O)c2nc3sccn3c2-c2ccc(C(F)(F)F)cc2)C1 (stereo not drawn)
  i	-2.3%	?	16.6	.	?	10.0%
Cc1cccc(-c2nc(CSc3nncn4c3cc3oc(C)cc34)c(C)o2)c1
  .	23.3%	.	8.9	.	.	9.1%
COc1ccc(-c2nc(C(=O)Nc3ccc(C(C)=O)cc3)nn2-c2cccc(Cl)c2)cc1
  .	?	.	-6.1	.	.	-5.6%
CCOc1ccc(C2C(C(=O)Nc3ccccc3)=C(C)Nc3nc(-c4ccccc4Cl)nn32)cc1OC (stereo not drawn)
  .	-13.1%	.	-14.0	.	.	-20.2%
COc1ncccc1-c1cc(C(=O)N(C)CCN(C)C)c2c(c1)ncn2C
  i	-24.7%[87.6 µM]	?	3.3	6.3%[172 µM]	-13.7%[172 µM]	10.3%[87.6 µM]
COCCOC1CCN(S(=O)(=O)c2c(C)noc2C)CC1
  3.0%	27.6%	i	26.0	2.7%	1.3%	-2.8%[12.5 µM]

In a second layout: two of the compounds above
smiles	GPT2 inh	SNCA expr inhib	3T3 cytotox	IP6K1 inhibitor	FLuc inh	HEK293 tox	SNCA viab count
CN1C(=O)CCC2(CNC(=O)c3nn(C)c4ccccc34)CCCC=C12 (stereo not drawn)	0.9%	0.5%	-17.5%	14.7	9.6%	?	11.0%
CC(c1ccc(-c2cc(N)ccn2)cc1)N1CCCCC1 (stereo not drawn)	-4.1%	5.8%	-25.3%	16.1	0.1%	?	-26.5%

Next results.
Each structure is followed by: GPT2 inh	SNCA expr inhib	3T3 cytotox	IP6K1 inhibitor	FLuc inh	HEK293 tox	SNCA viab count
CCCCNC(=O)CSc1nc2ccccc2nc1Cc1ccc(C)cc1
  .	0.2%	.	-6.4	.	.	-2.1%
COc1cc(OC)cc(C(=O)N2CCCN(c3cc(-c4ccc(Br)cc4)[nH]n3)CC2)c1
  -17.4%	?	31.6µM*	-16.1	4.3%	39.8µM*	-18.9%
CCCCN(C)CCNC(=O)c1cc(=O)[nH]c2ccc(S(=O)(=O)N3CCCCCC3)cc12
  .	-7.7%	.	19.1	.	.	4.3%
Cc1cc(Br)ccc1NC(=O)C1(S(=O)(=O)c2ccc(Cl)cc2)CC1
  .	-26.3%	.	6.7	.	.	3.9%
COc1ccc(C(=O)N2CCCC(c3nn(-c4ccc(F)cc4)c(=O)[nH]3)C2)cc1 (stereo not drawn)
  i	-21.6%	?	14.1	6.7%	-26.7%	-18.0%
CCn1nccc1C(=O)N1CCC2(CC1)NCCc1c2[nH]c2ccc(OC)cc12
  -5.5%	?	-2.3%	0.5	-1.0%	?	2.8%[12.5 µM]
COc1cccc(CNC(=O)c2ccc(Cn3c(SCc4ccccc4)nc4cccnc43)cc2)c1
  .	?	.	4.6	.	.	?
COc1cccc(CN2CCN(Cc3ncccc3C)CC2)c1O
  i	-14.7%	-15.6%	-1.1	0.0%	-17.7%	-0.2%
CCCNC1(Cc2cc(CC(C)C)on2)COC1
  i	3.5%[87.6 µM]	2.5%[230 µM]	11.3	1.0%[230 µM]	-16.3%[230 µM]	0.1%[87.6 µM]
COc1ccc(CC(=O)NC2CCN(c3cc(C)cc(C)c3)C2=O)c(Cl)c1 (stereo not drawn)
  i	2.0%	-5.8%	10.7	-5.1%	?	11.4%
CS(=O)(=O)c1ccc(N2CCN(C(=O)[C@H]3CC[C@@H](N)C3)CC2)c(F)c1
  ?	7.1%	i	27.1	3.0%	i	0.0%
COc1ccccc1Nc1nc(-c2ccccc2)c(CC(=O)O)s1
  .	72.4%[activator]	.	10.0	.	.	-13.6%
O=C(NC1CCCN(CCc2ccccc2)C1)c1ccccc1-c1ncn[nH]1 (stereo not drawn)
  i	-17.7%	-17.2%	13.1	14.6%	-10.3%	-8.6%
O=C(NC1CCN(c2ccnc3ccnn23)CC1)c1ccc(F)cc1
  i	-2.5%	-30.1%	5.4	.	?	-5.7%
CC1(C)N=C(SCc2ccc(F)cc2)c2ccccc2N1
  .	-1.3%	.	30.2	.	.	8.1%
COc1ccccc1-c1cc(NCc2cnccn2)c2onc(C)c2n1
  1.1%[88.5 µM]	1.8%[87.6 µM]	?	3.9	-2.8%[172 µM]	-11.0%[172 µM]	8.6%[87.6 µM]
Cc1cc(C[C@@H]2COC[C@@H]2NC(=O)CCc2nc(-c3ccccc3C)no2)on1
  i	-11.1%	i	13.1	-2.2%	i	8.1%
CS(=O)(=O)N1CCCN(C(=O)Cc2cccc(F)c2)CCNC(=O)CC1c1ccccc1 (stereo not drawn)
  i	24.5%	-14.8%	-1.7	-3.2%	-0.2%	3.6%
Cc1noc(Cn2c(=O)c3ccccc3n(CC(=O)Nc3ccc(Cl)cc3)c2=O)n1
  .	-12.7%	.	7.1	.	.	-19.7%
O=C(Nc1ccc2c(c1)OCCO2)C1CCN(C(=O)N2CC3CC(C2)[C@H]2CCCC(=O)N2C3)CC1 (stereo partly drawn)
  i	-35.6%	3.6%	27.0	20µM*	5.0%	-9.7%

New compounds follow
Each structure is followed by: GPT2 inh	SNCA expr inhib	3T3 cytotox	IP6K1 inhibitor	FLuc inh	HEK293 tox	SNCA viab count
CC(C)CCN(C)C1CCOc2ccccc21 (stereo not drawn)
  i	-20.9%[87.6 µM]	i	-12.5	1.0%[230 µM]	-4.9%[230 µM]	3.4%[87.6 µM]
O=C(NCC1CN(Cc2ccccc2)CC12CN(c1ccccc1)C2)Nc1ccccc1 (stereo not drawn)
  4.4%[88.5 µM]	-14.1%[87.6 µM]	39.8µM*	5.1	2.7%[172 µM]	?	-9.5%[87.6 µM]
Cc1cc(C)c(S(=O)(=O)N2CCc3nn(CC(C)C)c(=O)n3CC2)c(C)c1
  i	-11.2%	-9.8%	-12.9	3.0%	-4.2%	-6.4%
COc1ccc(CCNC(=O)c2ccc(Cn3c(=O)c4ccccc4n(Cc4cccc(F)c4)c3=O)cc2)cc1OC
  .	-7.3%	.	-11.9	.	.	3.8%
O=C(Nc1ccc2oc(-c3ccc(Br)cc3)nc2c1)c1cc2ccccc2o1
  .	56.3%[activator]	.	-22.4	.	.	-0.2%
Cc1ncc(CO)c(C=O)c1O
  -25.2%	8.9%[25.6 µM]	.	9.6	.	.	25.5%[23.9 µM]
Cc1cc(C(=O)N[C@@H]2CN(c3ncccn3)C[C@H]2CO)c(C)o1
  i	21.8%	-5.3%	0.0	-0.2%	i	-3.1%
COc1cccc(C(=O)N(Cc2cccnc2)c2nc3c(OC)ccc(C)c3s2)c1OC
  .	3.8%	.	4.2	.	.	5.2%
COc1ccc(S(=O)(=O)N2CCCC(Cn3c(C)nc4cccnc43)C2)cc1 (stereo not drawn)
  1.9%	?	?	-2.0	10.4%	?	-6.7%
O=C(NCCCc1ccccc1)c1nc2sccn2c1-c1ccccc1
  i	-11.2%	?	5.5	.	?	-14.1%
COc1ccc(-n2nc3n(c2=O)CCN([S+](=O)([O-])c2ccccc2)C3)cc1
  -0.5%	48.3%[activator]	-12.6%	-3.3	.	-8.7%	-16.7%
CN(C)c1cccc(-c2nccc3c(=O)cc(N(C)C4CCOCC4)oc23)c1
  0.5%[88.5 µM]	?	?	-18.3	-19.9%[172 µM]	-9.1%[172 µM]	8.2%[87.6 µM]
O=C(Nc1ccc(F)cc1)N1C[C@@H]2C[C@H](C1)c1c(NS(=O)(=O)c3ccccc3)ccc(=O)n1C2
  -0.2%	-16.6%	-29.5%	-11.4	-23.7%	-33.4%	7.7%
Cc1nc(-c2ccccc2OC2CN(S(=O)(=O)c3cn(C)cn3)C2)no1
  i	-27.7%	i	-5.1	5.4%	16.4%	-4.8%
O=C1NCCCN1C1CCN(Cc2cccc3ccccc23)CC1
  i	26.2%[87.6 µM]	-22.6%[138 µM]	3.7	3.4%[172 µM]	?	-15.1%[87.6 µM]
O=C(Nc1cc(Cl)ccc1Cl)c1cc2nc(-c3ccc4c(c3)OCO4)cc(C(F)(F)F)n2n1
  .	-23.1%	.	17.4	.	.	15.2%
